EPAC1 antag: EPAC1 (human) antagonism; O95398; EPAC1 GEF assay, Rap1b-BODIPY-GDP exchange fluorescence; Potency, µM (titrated, usually from 115 µM), inactives show top-dose activity change, negative = inhibition, hits mostly inhibitors; 360,000 tested, 0.14% active; AID 720709;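 note: potency is the fitted concentration of half-maximal effect; plate controls were vehicle for no effect and positive control for full effect; nearly all actives have a fitted effect of over 50% in size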
Target sequence (O95398 whole entry, looked up): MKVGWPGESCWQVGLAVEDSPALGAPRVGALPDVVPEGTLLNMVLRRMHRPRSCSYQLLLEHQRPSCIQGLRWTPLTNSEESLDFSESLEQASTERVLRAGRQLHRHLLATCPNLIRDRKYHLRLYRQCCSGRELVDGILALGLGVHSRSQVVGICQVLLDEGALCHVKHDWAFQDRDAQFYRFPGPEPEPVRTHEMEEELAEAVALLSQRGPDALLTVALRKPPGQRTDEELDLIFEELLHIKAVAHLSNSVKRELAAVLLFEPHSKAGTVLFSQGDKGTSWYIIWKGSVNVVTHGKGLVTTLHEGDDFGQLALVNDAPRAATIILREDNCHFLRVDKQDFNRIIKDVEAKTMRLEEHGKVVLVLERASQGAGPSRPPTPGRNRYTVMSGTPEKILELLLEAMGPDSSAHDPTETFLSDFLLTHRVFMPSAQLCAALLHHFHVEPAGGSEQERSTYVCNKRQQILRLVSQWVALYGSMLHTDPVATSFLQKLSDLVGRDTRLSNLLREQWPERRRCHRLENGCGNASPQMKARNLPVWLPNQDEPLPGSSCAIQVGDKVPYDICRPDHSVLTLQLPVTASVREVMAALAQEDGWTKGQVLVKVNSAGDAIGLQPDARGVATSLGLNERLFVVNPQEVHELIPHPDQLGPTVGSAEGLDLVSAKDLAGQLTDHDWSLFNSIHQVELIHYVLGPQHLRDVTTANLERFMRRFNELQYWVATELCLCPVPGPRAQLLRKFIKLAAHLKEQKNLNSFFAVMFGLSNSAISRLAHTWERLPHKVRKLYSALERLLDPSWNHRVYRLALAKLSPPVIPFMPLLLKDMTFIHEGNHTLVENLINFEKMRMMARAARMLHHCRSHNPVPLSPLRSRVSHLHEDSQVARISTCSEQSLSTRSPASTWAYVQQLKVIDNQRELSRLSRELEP
EPAC1 agonist: agonists of human EPAC1; O95398; EPAC1 agonist qHTS, biochemical assay; response scale: 100% = response to 6.5 mM cAMP; Potency, µM (series often up to 154 µM), inactives show at the top dose activation, usual class: activators; 360,000 tested, 0.073% active; note: potency is the fitted concentration of half-maximal effect; nearly all actives have a fitted effect of over 60% in size
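Compounds were pinned as a concentration titration into mixtures of EPAC1 (100 nM), BODIPY-GDP-loaded Rap1B (250 nM) and GDP (50 uM). After 5 min at room temperature, fluorescence was followed for 30 min; activity was scaled to 6.5 mM cAMP.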
FUS yeast rescue: suppressors of FUS proteinopathy in yeast; S. cerevisiae FUS-expressing, growth rescue, OD600, 24 h; 390,000 tested, 0.24% active; Potency, µM (series often up to 76.6 µM), inactives show at the highest dose growth rescue (activation), usual class: activators;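 note: potency is the fitted concentration of half-maximal effect; plate controls were DMSO vehicle for no effect and reference control for full effect; nearly all actives have a fitted effect of over 55% in size; some results filed as inactive show a strong effect at the top dose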
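Compound concentration series was pinned onto galactose-induced FUS-expressing yeast seeded at OD 0.005. Plates sat 24hr at 30C; absorbance at 600 nm gave growth. DMSO served as background control.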
Abeta yeast res: compounds reversing amyloid beta toxicity in yeast | Potency, µM (doses to about 46.1 µM), for inactives: at the highest dose growth rescue, most hits filed as activators | yeast expressing A-beta42, growth rescue, OD600, 48 h; response scale: 0% DMSO, 100% iron-clioquinol control | 410,000 tested, 0.063% active; note: potency is the fitted concentration of half-maximal effect; nearly all actives have a fitted effect of over 55% in size
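Yeast A-beta toxicity model in growth medium with pinned compounds, 48 h at 30 C; growth read as absorbance at 600 nm. Normalized to FeCl3/clioquinol equimolar mix (positive) and DMSO (negative).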
PLK1 PBD block: PLK1 (human) polo-box domain binding inhibition. P53350. Plk1 PBD binding of FITC phosphopeptide, fluorescence polarization. Potency, µM, for the others: max response, negative = inhibition, usual class: inhibitors. 360,000 tested, 2.8% active. AID 720504; note: potency is the fitted concentration of half-maximal effect; series mostly up to about 57 µM; % is set by controls: 0 for no effect and ±100 for the full control effect; nearly all actives have a fitted effect of over 65% in size
WRN inhibitor: inhibitors of human WRN helicase; 360,000 tested, 0.46% active; Potency, µM (doses to about 114 µM), for the others: top-dose activity change, negative = inhibition, actives largely listed as inhibitors; WRN helicase unwinding, fluorescent forked duplex, kinetic; AID 651768; Q14191; note: potency is the fitted concentration of half-maximal effect; % is set by controls: 0 for no effect and ±100 for the full control effect; nearly all actives have a fitted effect of over 55% in size
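Primary qHTS, 1536-well format. 20 nM WRN + compound, 15 min RT; start with 100 nM forked fluorophore/quencher duplex, 2 mM ATP (final); kinetic read ex 525/em 598 nm.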
PI5P4Ka inh: PI5P4K alpha (human) kinase inhibition. P48426. PI5P4Kalpha enzyme, ADP-Glo luminescence, 60 min; stronger effect = lower value. max response, %. 330,000 tested, 1.2% active; active = max response of -50% or lower; inconclusive = between -30% and -50%; inactive = -30% or higher; note: value at the top dose of about 77 µM; % is set by controls: 0 for no effect and ±100 for the full control effect
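qHTS, 1536-well: enzyme/substrate mix, compound by pin tool, 5 microM ATP final; RT 60 min; ADP-Glo reagents 1 (45 min) then 2 (30 min); luminescence.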
IL2 activator: IL-2 activation | activation, % (series mostly up to about 46 µM) | 360,000 tested, 0.065% active | IL-2 activation reporter assay, cell-based qHTS; stimulated with anti-CD3/CD4/CD28 beads; in transgenic mouse T cells; in the data active = activation above about 50%; inconclusive = mostly about 30% to 49%; note: 0% is about no effect
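Unstimulated transgenic mouse T cells; 60-min compound exposure; bead-based TCR/CD4/CD28 stimulation; 18 h culture, 37 degrees C; dual fluorescence (EGFP, DsRed) plate cytometry.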
* hit, by the source's call; ? = inconclusive; . = no result given; [ ] = remark or other dose. Unless noted, calls come from the whole dose curve; as a rule, active = well fitted curve in the direction sought with a large enough effect; inconclusive = small, poorly fitted or top-dose-only effect, or another doubt; inactive = no such curve, though single readings can be large; an effect the other way counts as inactive or inconclusive. Rows were taken by chance; 4.1% or so of the library scored in one or more.

SMILES	EPAC1 antag	EPAC1 agonist	FUS yeast rescue	Abeta yeast res	PLK1 PBD block	WRN inhibitor	PI5P4Ka inh	IL2 activator
Cc1ccc(S(=O)(=O)N2CCOCC2)c(C)c1NS(C)(=O)=O	-12%	-9%	18%	-15%	-4%	0%	8	-2.0
COc1ccc(C(=O)CN2C(=O)NC3(CCCCCC3)C2=O)cc1	-3%	-3%	21%	-5%	-2%	9%	-20	0.2
C[C@H](N)c1nnc(SCc2ccc(Cl)cc2Cl)o1	0%	0%	13%	10%	-7%	13%	.	1.1
COc1ccc(-c2ccc(C#N)c(SCC(=O)Nc3sc4c(c3C#N)CCC4)n2)cc1	0%	11%	19%	0%	4%	-11%	-12	0.8
C/C(=N/NS(=O)(=O)c1ccc(C)cc1)c1ccc(NC(=O)C(F)(F)F)cc1	-14%	-6%	-1%	3%	0%	-15%	0	-1.1
COCCN(C(=S)Nc1ccc(C)cc1C)C(C)c1ccco1 (centres undefined)	6%	10%	-11%	19%	-2%	0%	0	-0.1
N#CC1(NC(=O)CSc2ccccn2)CCCCC1	-21%	-49%[inhibitor]	6%	14%	-1%	-24%	6	4.5
O=C(CCC(=O)c1ccccc1)NCCOc1ccccc1	7%	5%	-17%	9%	-15%	-5%	-1	-1.2
COc1ccc(-c2cc(=O)c3c(O)c(OC)c(OC)c(OC)c3o2)cc1	14%	6%	.	5%	1%	6%	0	-1.8
CCOC(=O)Nc1ccc2c(c1)N(C(=O)CN1CCN3CCCC3C1)c1ccccc1CC2 (centres undefined)	12%	4%	5%	7%	-5%	2%	.	-0.5
Cc1cc(C)n2nc(C(=O)Nc3cc(S(=O)(=O)N4CCCCC4)ccc3C)nc2n1	-8%	6%	-2%	-7%	-7%	1%	1	0.6
O=C(COC(=O)/C=C/c1ccco1)NCCc1ccccc1	-5%	15%	5%	13%	-1%	-18%	-17	0.7
CS(=O)(=O)c1ccc(N)c(SSc2cc(S(C)(=O)=O)ccc2N)c1	16%	9%	-3%	-9%	0.95µM*	-1%	-81*	0.5
CCC(C)(C)NC(=O)C(c1ccc(C)cc1)N(CC1CCCO1)C(=O)c1csnn1 (centres undefined)	-1%	-7%	14%	1%	-16%	11%	0	0.4
CC(C)C[C@H]1CNC(=S)N1CC1CCN(CCCCc2ccccc2)CC1	-17%	-10%	4%	0%	-12%	1%	-12	-0.6
CC(C(=O)NCc1cccnc1)c1ccc([N+](=O)[O-])cc1 (centres undefined)	4%	1%	-1%	-8%	-21%	-25%	-1	0.0
CSc1ccc(C(=S)N2CCN(Cc3ccccc3)CC2)cc1	-8%	12%	-11%	-2%	21µM*	-11%	0	0.0
Cc1nn2c3cc(N4CCOCC4)ccc3nc2c2ccccc12	-14%	-6%	-10%	-4%	-19%	-11%	3	0.8
O=C1CCN(Cc2ccc(Br)cc2)CCN1CCO	-1%	-17%	-24%	-18%	0%	-2%	-8	1.2
COc1ccc2nc(C(c3ccc(C)cc3)n3c(-c4ccccc4Br)nc4ccccc43)[nH]c2c1 (centres undefined)	6%	-14%	?	0%	-6%	-10%	-8	0.1
Cc1ccc(Cc2c(C)c(C#N)c3[nH]c4ccccc4n3c2=O)cc1	-5%	12%	-34%	-22%	-29%	0%	0	-0.3
CS(=O)(=O)c1ccc(SCC(=O)NC2CCS(=O)(=O)C2)c([N+](=O)[O-])c1 (centres undefined)	5%	-6%	25%	-9%	-24%	-8%	-6	0.1
CC(=O)c1c(C)[nH]c(C(=O)NNC(=O)COc2ccc(Cl)cc2C)c1C	10%	3%	14%	4%	3%	10%	3	-3.9
N#Cc1c(-n2cccc2)cccc1-n1cccc1	3%	10%	-4%	-12%	-9%	1%	.	-3.3
COc1cc(/C=C2\C(=N)N3N=C(S(C)(=O)=O)SC3=NC2=O)ccc1OC(=O)c1cccs1	-12%	3%	0%	-17%	?	-16%	-24	6.9

Quoted from the listing.
CS(=O)(=O)c1ccc(SCC(=O)NC2CCS(=O)(=O)C2)c([N+](=O)[O-])c1 (centres undefined) – IL2 activator = 0.1
COc1ccc2nc(C(c3ccc(C)cc3)n3c(-c4ccccc4Br)nc4ccccc43)[nH]c2c1 (centres undefined) – Abeta yeast res = 0%

Additional compounds follow.
SMILES	EPAC1 antag	EPAC1 agonist	FUS yeast rescue	Abeta yeast res	PLK1 PBD block	WRN inhibitor	PI5P4Ka inh	IL2 activator
CCCC(=O)NC(NC(=S)Nc1ccc(N=Nc2ccccc2)cc1)C(Cl)(Cl)Cl (centres undefined)	-6%	-4%	10%	-12%	-6%	-1%	5	-1.3
O=C1C=C(N2CCN(C(=O)c3ccccc3)CC2)C2(CCCCC2)O1	14%	5%	21%	-1%	-6%	1%	0	-0.1
O=C(N/N=C/c1ccc(O)c(O)c1O)/C(=C/c1ccc([N+](=O)[O-])cc1)NC(=O)c1ccccc1	?	14%	?	-30%[inhibitor]	9.5µM*	40µM*	-86*	0.6
COc1ccccc1Oc1ccc(S(=O)(=O)N2CCOCC2)cc1S(=O)(=O)N1CCOCC1	-27%	20%	11%	9%	-7%	-3%	3	0.3
O=C1c2cc(Br)ccc2OC2C=CC=CC12 (centres undefined)	-10%	-10%	-24%	-29%	-10%	-3%	11	-0.7
O=C(Cc1ccccc1[N+](=O)[O-])NCCc1ccc(F)cc1	-3%	-3%	-27%	3%	-8%	0%	0	-2.3
CCc1nnc(NS(=O)(=O)c2ccc(NC(=S)NC(=O)c3ccc(Br)cc3)cc2)s1	56µM*	1%	.	0%	?	?	-22	-3.0
COc1ccc(NC(=O)CSc2nc(NS(=O)(=O)c3ccc(C)cc3)cc(=O)[nH]2)cc1	-22%	15%	19%	2%	-3%	-5%	.	1.2
COc1cc(CN2CCN(c3cc(C)ccc3C)CC2)cc([N+](=O)[O-])c1O	-12%	7%	6%	-1%	-10%	7%	.	0.5
CN(C)S(=O)(=O)c1ccc(N2CCCC2)c(C(=O)NC2CCC(O)CC2)c1 (centres undefined)	-6%	24%	11%	-5%	-1%	-10%	-5	0.9
COC(=O)[C@]1(C)N[C@H](CN(C)C(=O)NC(C)C)[C@@H]2C(=O)N(Cc3ccccc3)C(=O)[C@@H]21	0%	14%	-6%	-6%	-9%	0%	-2	-0.1
Cc1cc(C(=O)OCC(=O)N(C)C2CCS(=O)(=O)C2)c(C)n1-c1ccccc1 (centres undefined)	2%	3%	16%	0%	-4%	-4%	4	3.9
O=C(NC(=O)N1CCN(c2ccc([N+](=O)[O-])cn2)CC1)c1ccccc1F	8%	3%	-22%	18%	5%	-2%	2	0.0
CC1(C(=O)NS(=O)(=O)c2ccc(C#N)cc2)CCN1C(=O)c1cccc2ccccc12 (centres undefined)	-1%	12%	-21%	-10%	-4%	2%[57.1 µM]	-1	-0.7
COc1cccc(NC(=S)N(CCCN2CCN(C)CC2)Cc2ccco2)c1	9%	-9%	14%	-23%	-16%	1%	6	0.4
CC(=O)N(C)c1ccc(N=NC2C(=O)N(C(N)=S)N=C2C)cc1 (centres undefined)	-4%	-9%	?	-19%	-15%	1%	-3	-0.1
N#CCCN(C(=S)NC(=O)c1cccs1)c1ccccc1F	1%	-3%	-4%	9%	19µM*	-22%	-30	1.7
CCOCCCN1CC(=O)N2[C@@H](Cc3c([nH]c4ccccc34)C2(C)C)C1=O	-24%	-8%	8%	-2%	-1%	-1%	6	-1.8
O=C(CSc1ccc(-c2ccccn2)nn1)c1ccccc1	-12%	-6%	12%	-9%	-7%	-8%	-13	0.4
O=C1C=CN(Cc2ccccc2)CC1	-4%	1%	-19%	-4%	-7%	1%	1	0.2
CCc1nc(SCC(=O)NNC(=O)C2CCCCC2)c2ccccc2n1	13%	3%	11%	4%	-2%	8%	.	-1.2
COc1ccc(-n2c(Cc3cccn3C)nnc2SCC(=O)Nc2cccc(Cl)c2)cc1	-13%	-11%	31%	?	5%	1%	-3	-2.9
Cc1onc(C(=O)Nc2cccnc2Cl)c1[N+](=O)[O-]	4%	2%	-4%	-3%	4%	1%	10	-1.1
COc1cccc(NC(=O)c2cc3ccccc3oc2=O)c1	14%	-3%	-31%	-22%	3%	11%	5	0.0
COc1ccccc1NC(=O)COC(=O)c1cc(C)nc2ccccc12	-6%	-4%	.	9%	6%	-12%	-2	-2.8

For convenience, three of the compounds above:
SMILES	EPAC1 antag	EPAC1 agonist	FUS yeast rescue	Abeta yeast res	PLK1 PBD block	WRN inhibitor	PI5P4Ka inh	IL2 activator
CCCC(=O)NC(NC(=S)Nc1ccc(N=Nc2ccccc2)cc1)C(Cl)(Cl)Cl (centres undefined)	-6%	-4%	10%	-12%	-6%	-1%	5	-1.3
O=C1C=C(N2CCN(C(=O)c3ccccc3)CC2)C2(CCCCC2)O1	14%	5%	21%	-1%	-6%	1%	0	-0.1
O=C(N/N=C/c1ccc(O)c(O)c1O)/C(=C/c1ccc([N+](=O)[O-])cc1)NC(=O)c1ccccc1	?	14%	?	-30%[inhibitor]	9.5µM*	40µM*	-86*	0.6

(cont.)
SMILES	EPAC1 antag	EPAC1 agonist	FUS yeast rescue	Abeta yeast res	PLK1 PBD block	WRN inhibitor	PI5P4Ka inh	IL2 activator
CC(C)NC(=S)NNc1ncnc2sc3c(c12)CC(C)(C)OC3	7%	19%	-11%	6%	-15%	-1%	4	0.6
COc1ccc(C2=NS(=O)(=O)N(C)C(C(=O)NC3CCCCC3)=C2)cc1OC	-10%	-6%	-17%	2%	4%	1%	9	-2.0
Cc1ccc(S(=O)(=O)Nc2ccc(Cl)cn2)cc1	-2%	0%	3%	11%	-5%	-28%	-7	-0.1
CC1CC(C)CN(C(=O)C(C)N(C)CC(=O)Nc2ccc(F)cc2)C1 (centres undefined)	8%	-4%	.	0%	3%	0%	0	-2.5
CC1CN(C(=O)Cn2c(=O)oc3ccccc32)CC(C)O1 (centres undefined)	-4%	0%	-21%	2%	-12%	1%	-3	-1.4
COc1ccc(-c2cc(-c3ccc(OC)cc3)nc(-c3ccc4c(c3)NC(=O)CO4)c2)cc1	6%	1%	38%	?	-2%	1%	.	-2.5
COc1ccc(NC(=O)COC(=O)c2ccc(OCc3ccc(Cl)cc3Cl)c(OC)c2)c(OC)c1	-6%	3%	.	8%	-4%	-11%	2	-0.5
O=C(N/N=C/c1ccc2c(c1)OCO2)C1COc2ccccc2O1 (centres undefined)	3%	13%	6%	5%	-15%	-14%	.	-1.3
S=c1[nH]nc(COc2ccc(Cl)cc2)n1C1CCCCC1	-9%	5%	-12%	8%	-22%	-17%	.	-1.0
O=C(COc1cccc2c1CCNC2=O)Nc1ccc(Cl)cc1	1%	2%	-3%	-2%	-9%	-7%	-5	3.9
Clc1ccc(-n2nnnc2-c2cnc3ccc(Cl)cc3c2-c2ccccc2)cc1	9%	6%	-5%	14%	-1%	8%	1	-0.7
